AID inhibitor: activation induced cytidine deaminase inhibition | AID deamination FRET fluorescence, UDG-coupled, 4 h | Potency, µM (highest dose often 115 µM), without a hit: top-dose activity change, negative = inhibition, most hits filed as inhibitors | 91,000 compounds, 0.32% hits | AID 1347428; also: nearly all actives have a fitted effect of over 25% in size
Target sequence (Q9GZX7 whole entry, looked up): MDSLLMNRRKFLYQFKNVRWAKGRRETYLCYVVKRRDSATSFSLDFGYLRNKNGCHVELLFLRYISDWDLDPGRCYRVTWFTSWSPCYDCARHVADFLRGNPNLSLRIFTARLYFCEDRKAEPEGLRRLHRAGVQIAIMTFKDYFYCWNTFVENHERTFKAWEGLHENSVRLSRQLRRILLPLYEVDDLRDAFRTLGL
UDG counter: blocks uracil-DNA glycosylase in AID counter-screen; FRET deamination/UDG coupled assay, UDG read, 4 h; Potency, µM (doses to about 115 µM), inactives show at the top dose activity change, negative = inhibition, actives largely listed as inhibitors; 91,000 compounds, 0.14% hits; also: nearly all actives have a fitted effect of over 65% in size
Numbers without * were called inactive; ? = inconclusive; [ ] = remark or other dose. Calls follow the shape of the dose curve; as a rule, active = well fitted curve in the direction sought with a large enough effect; inconclusive = small, poorly fitted or top-dose-only effect, or another doubt; inactive = no such curve, though single readings can be large; an effect the other way counts as inactive or inconclusive. % is scaled to controls: 0 for no effect and ±100 for the full control effect; potency is read from the fitted curve at half-maximal effect.

| compound | UDG counter | AID inhibitor |
| --- | --- | --- |
| Cn1c(=O)n(C)c2cc(N3CCOCC3)c(NC(=O)c3ccc(Cl)cc3)cc21 | -1% | 260%[activator] |
| Cc1nc2sc(C(=O)OCC(=O)Nc3ccc(C(C)C)cc3)c(C)c2c(=O)[nH]1 | -10% | 5% |
| O=C(N/N=C/c1ccc(Br)s1)c1cccc(Br)c1 | 7% | -4% |
| Cc1cccc(-c2noc(-c3ccc(N4CCOCC4)c([N+](=O)[O-])c3)n2)c1 | -11% | -29% |
| Cc1ccc(Cl)cc1N(C)C(=O)c1cc2c(Cl)nc3ccccc3c2s1 | 2% | -15% |
| C=C(Cl)COc1ccccc1C(N)=O | 8% | 3% |
| CC1(C)CC(NC(=S)Nc2cccc(C(F)(F)F)c2)CC(C)(C)N1 | -9% | -7% |
| Cn1ccnc1C(NC(=O)c1ccc[nH]1)c1ccccc1 (stereo not drawn) | 10% | 7% |
| COc1cc(NC(=O)c2cc(S(=O)(=O)N3CCc4ccccc43)cn2C)cc(OC)c1OC | -4% | 0% |
| COc1ccc2c(c1)CCc1sc(NC(=O)c3cccc(Br)c3)nc1-2 | 2% | 43%[activator] |
| Cc1ccc(CNC(=O)c2ccc(-n3cnc4cccnc43)cc2)cc1 | -3% | 13% |
| Cc1ccc(-c2nc3ccccc3n2Cc2ccc(F)cc2)o1 | 3% | -9% |
| CCOC(=O)c1cc(NC(=O)c2ccc(F)cc2)c(=O)n2c1oc1ccccc12 | 0% | 1% |
| Cc1ccc(/C=N/NS(=O)(=O)c2ccc(C)c([N+](=O)[O-])c2)o1 | -6% | 13% |
| CC(=O)c1ccc(N2CCN(c3ccc(NC(=O)c4cccs4)cc3C(=O)O)CC2)cc1 | 0% | 133%[activator] |
| Cc1cc(CNC(=O)COc2ccc(C#N)cc2)c2ccccc2n1 | -2% | 0% |
| COc1ccccc1N1CCN(c2nc(-c3ccc(C)cc3)nc3ccccc23)CC1 | -3% | ? |
| Cc1ccc(C(=O)C(Cl)C(=O)c2ccc(C)cc2)cc1 | -3% | -4% |
| CCc1cnc2c(c1SC(C(C)=O)C(=O)N(C)C)c(=O)n(C)c(=O)n2C (stereo not drawn) | 1% | -18% |
| COc1ccc(-c2nnc(SCC(=O)Nc3cccc(C(F)(F)F)c3)nc2-c2ccc(OC)cc2)cc1 | 18% | 16% |
| Cc1ccc(-c2cn3c(n2)sc2cc(C(=O)NC4CCCc5ccccc54)ccc23)cc1 (stereo not drawn) | 35%[activator] | 8% |
| CC(c1cc2ccccc2o1)N(C)S(=O)(=O)c1cccs1 (stereo not drawn) | -5% | -7% |
| C/C(=N/Nc1ccc(Cl)c(Cl)c1)c1ccc(C#N)cc1 | -9% | -6% |
| CCS(=O)(=O)NCC(c1ccco1)N1CCN(c2ccc(F)cc2)CC1 (stereo not drawn) | -4%[57.5 µM] | 8% |

Nothing new here: 2 of the compounds above.
| compound | UDG counter | AID inhibitor |
| --- | --- | --- |
| CCOC(=O)c1cc(NC(=O)c2ccc(F)cc2)c(=O)n2c1oc1ccccc12 | 0% | 1% |
| Cc1ccc(/C=N/NS(=O)(=O)c2ccc(C)c([N+](=O)[O-])c2)o1 | -6% | 13% |

Additional records.
| compound | UDG counter | AID inhibitor |
| --- | --- | --- |
| CCC(=O)Nc1ccc2nc(SCCOc3cccc(C)c3)sc2c1 | -13% | 4% |
| N#Cc1ccccc1COC(=O)C1COc2ccccc2O1 (stereo not drawn) | 3% | -3% |
| CC(CNC(=O)CCS(=O)(=O)c1ccc2c(c1)oc(=O)n2C)c1ccccc1 (stereo not drawn) | -3%[57.5 µM] | 18%[57.5 µM] |
| O=C(CSc1ccc2c(c1)OCCCO2)c1ccc[nH]1 | 0% | -4% |
| O=Cc1cccn1-c1cc(Cl)ccc1Cl | -11% | -7% |
| CCOc1ccc(NC(=O)CSc2nc(-c3ccc(F)cc3)cc(C(F)(F)F)c2C#N)cc1 | 2% | -1% |
| Nc1ccc(/C=C/C(=O)c2ccc(Cl)cc2)cc1 | -20% | -18% |
| O=C(Nc1ccccc1)c1cc2cc(Br)ccc2oc1=O | -5% | -1% |
| O=S(=O)(NCCO)c1ccc(Cl)c(Cl)c1Cl | 5% | 3% |
| CC(CNC(=O)CCc1nc2ccccc2[nH]1)N1CCCCC1 (stereo not drawn) | 4% | -1% |
| N#C/C(=C\c1ccc(O)c(Cl)c1)c1nc2ccccc2[nH]1 | 0% | -6% |
| Cc1ccc(C(=O)NCCC(C)C)cc1NC(=O)c1nsc2ccccc12 | 3% | -12% |
| O=C(/C=C/c1cccc(O)c1)c1cccc(Br)c1 | -2% | -19% |
| CC(C)Cc1ccc(C(C)(N)C(=O)O)cc1 (stereo not drawn) | -11% | -2% |
| O=C(Cn1c(-c2cccs2)cc2ccccc21)NCCc1ccc(Cl)cc1 | -8% | 3% |
| CCS(=O)(=O)N1CC(=O)N(c2cccc(Cl)c2)C(C)(C(=O)NC2CCCCCC2)C1 (stereo not drawn) | 1% | -8% |
| Cc1ccc(NC(=O)CN(C)C(=O)c2nn(-c3ccccc3)c3c2CCC3)cc1 | 7% | 2% |
| Cc1cccc(/C=C(/C(=O)NC2CC2)c2cccs2)c1 | 3% | -3% |
| CCOC(=O)C1(C)C=C(Nc2ccc(NC(C)=O)cc2)C(=O)N1c1ccc(NC(C)=O)cc1 (stereo not drawn) | 4% | -3% |
| Cc1ccccc1C(=O)Oc1cccc(C)c1C | 0% | -1% |
| CCOc1ccc(C)cc1S(=O)(=O)n1ccnc1C | 6% | 0% |
| COc1ccc(NC(=O)C2CCCN2S(=O)(=O)c2ccc3nc(-c4ccccc4)[nH]c3c2)cc1 (stereo not drawn) | -1% | 31%[activator] |
| Cn1c(=O)c2c(ncn2CC(=O)Nc2ccc3c(c2)OCO3)n(C)c1=O | -2% | 4% |
| OC(CN1CCN(c2cccc(Cl)c2)CC1)C(c1ccccc1)c1ccccc1 (stereo not drawn) | -6% | -9% |
| CCOc1ccccc1NC(=O)CSc1nc(-c2cccs2)cc(C(F)(F)F)n1 | -2% | 5% |
| C/C(CCc1oc2ccccc2c1-c1ccc(C)o1)=N\O | -5% | -5% |
| COc1cc(Br)cc2cc(-c3nc(-c4ccc(C(F)(F)F)cc4)no3)c(=O)oc12 | -3% | -2% |
| Cc1csc2nc(-c3ccc(NS(=O)(=O)c4cccs4)cc3)cn12 | -2% | -1% |
| CC(=O)c1cccc(Nc2ncnc3c2cnn3-c2cccc(Cl)c2)c1 | -9% | -1% |
| NCc1ccc(NC(N)=O)cc1 | -1% | -7% |
| S=C(NCCSc1ccc(Cl)cc1)Nc1cccc(Cl)c1 | -11% | -15% |
| COc1ccccc1CNC(=O)CN1N=C(c2ccccc2)CCC1=O | -4%[57.5 µM] | 4% |
| COc1cc(-c2nc3ccc(Cl)cn3c2Nc2ccc3c(c2)OCO3)ccc1O | -2% | 11% |
| Cc1ccc(C(=O)n2nc(NCc3ccccc3)nc2NCc2ccccc2)cc1 | -4% | -1% |
| CCOc1ccc(NC(=O)C2CCN(C(=O)N3CC(C)Oc4ccc(Cl)cc43)CC2)cc1 (stereo not drawn) | -8% | 0% |
| O=C(O)CCCC1OC(CCCC(=O)O)OC(CCCC(=O)O)O1 (stereo not drawn) | 5% | 7% |
| CSc1ccc(Cl)c(C(=O)Nc2ccc(F)c(F)c2)c1 | 1% | 2% |
| COc1cc(/C=C/C(=O)C23CC4CC(CC(C4)C2)C3)cc(Br)c1O | -1% | -4% |
| C#CCN(C)Cc1ccccc1 | -1% | 5% |
| Cc1ccc(Nc2nnc(-c3ccc(C)c(S(=O)(=O)NCc4nc5ccccc5[nH]4)c3)c3ccccc23)cc1 | -13%[57.5 µM] | -2%[57.5 µM] |
| COCCNC(=O)c1ccc(C(C)(C)C)cc1 | 1% | 1% |
| Cc1ccc(CNC(=O)c2sc3nc4n(c(=O)c3c2C)CCCC4)cc1 | 1% | ? |
| O=C(O)CCc1nn2c3ccccc3n(CCOc3ccccc3Cl)c2nc1=O | 18% | -12% |
| O=C1C2CCCN2C(=O)N1Cc1coc(-c2ccccc2)n1 (stereo not drawn) | -9% | -15% |
| CCOCCCNc1nc2c(c(=O)[nH]c(=O)n2C)n1Cc1ccccc1Cl | -11% | -7% |
| Cc1ccc2c(c1)C(c1ccccc1)=Nc1ccc(C)cc1C(c1ccccc1)=N2 | 6% | -11% |
| CCOc1cc(C2C(C#N)=C(N)Oc3n[nH]c(-c4ccccc4)c32)ccc1O (stereo not drawn) | 4% | 5% |
| CC(C)NC(=O)CSc1cn(CC(=O)N2CCCCCC2)c2ccccc12 | -7%[57.5 µM] | 16% |
| CCN(CC)CCCNCc1ccccc1 | -7% | -3% |
| Cc1ccc(CNC(=O)C2CCCN(c3nc4ccccc4n4cccc34)C2)cc1 (stereo not drawn) | -9%[57.5 µM] | 79µM* |
| O=C(NCCNc1ccccn1)Nc1ccccc1 | -3% | 0% |
| COc1ccc(C(=O)OC2CCN(C)CC2)cc1 | -6% | -4% |
| COc1ccc(Br)cc1CC1C(=O)Nc2ccccc21 (stereo not drawn) | -9%[57.5 µM] | -13% |
| Cc1cc(NS(=O)(=O)c2ccc(NC(=O)COc3ccc(Br)cc3C)cc2)no1 | -19% | -17% |
| CCOc1ccc(CNC(=O)CCS(=O)(=O)c2cc3c(cc2Cl)NC(=O)CO3)cc1OC | -23%[57.5 µM] | -15% |
| COc1cccc(Oc2nc(C)nc3c2oc2ccccc23)c1 | -2% | ? |
| Cn1cc(C(C(=O)O)N2CCN(c3ncccn3)CC2)c2cc(C(=O)O)ccc21 (stereo not drawn) | 1% | 8% |
| COc1ccc(NS(=O)(=O)c2cc(Br)cc3c2N(C(=O)C2CC2)CC3)cc1OC | 5% | 23% |
| CCc1ccc(-c2csc(/C(C#N)=C/Nc3ccccc3CC)n2)cc1 | -9% | -6% |
| COc1ccc(CC(=O)Nc2cc(-c3cn4cccnc4n3)ccc2C)cc1OC | 8%[57.5 µM] | 18% |

A draw from above in order of molecular weight, highest first.
| compound | UDG counter | AID inhibitor |
| --- | --- | --- |
| Cc1cc(NS(=O)(=O)c2ccc(NC(=O)COc3ccc(Br)cc3C)cc2)no1 | -19% | -17% |
| COc1cccc(Oc2nc(C)nc3c2oc2ccccc23)c1 | -2% | ? |
| O=C(NCCNc1ccccn1)Nc1ccccc1 | -3% | 0% |

(cont.)
| compound | UDG counter | AID inhibitor |
| --- | --- | --- |
| CCOc1ccccc1NC(=O)C(CC(C)C)NS(=O)(=O)c1ccc2c(c1)CCN2C(C)=O (stereo not drawn) | 23% | 12% |
| Cc1cc(SCC(=O)Nc2ccc(F)c(F)c2)nc2ccccc12 | -1% | -5% |
| CC(=O)C1=C(c2ccc(Br)cc2)N(C(C)=O)n2c(nnc2C2CCCCC2)S1 | -8% | 37%[activator] |
| CC(=O)Nc1ccc(NC(=O)C(Cc2ccccc2)NS(=O)(=O)c2ccc3c(c2)oc(=O)n3C)cc1 (stereo not drawn) | -1% | 0% |
| O=C(Nc1cccc(-c2nc3cc(Cl)ccc3o2)c1)c1cc([N+](=O)[O-])ccc1N1CCOCC1 | 3% | 106%[activator] |
| COc1cc(CNc2nn[nH]n2)ccc1OCc1c(F)cccc1Cl | -7% | -8% |
| Cc1cc2c(cc1S(=O)(=O)CCC(=O)N(C)C1CCCCC1)OCC(=O)N2 | 9% | 32% |
| Cc1cc(C)c2c(CC(=O)Nc3ccccc3C(F)(F)F)coc2c1 | 11% | 22% |
| O=C(Nc1ccc(Cl)c(-c2nc3cc(Cl)ccc3o2)c1)c1cc([N+](=O)[O-])ccc1N1CCOCC1 | -7% | 10% |
| CCOC(=O)CSc1nc2ccccc2c(=O)n1-c1cccc(C)c1 | -3%[57.5 µM] | -19%[57.5 µM] |
| COc1cc2ccccc2cc1C(=O)Nc1cccc(-c2nc3ccccc3o2)c1 | -7%[57.5 µM] | -23%[57.5 µM] |
| COc1ccc(N(C(=O)c2ccc(OC)c(OC)c2)S(=O)(=O)c2ccc(Cl)cc2)cc1 | ? | 12% |
| O=c1c2sccc2n(Cc2cc(=O)n3cc(Cl)ccc3n2)c(=O)n1-c1ccccc1 | -12% | -22% |
| COc1ccc(/C=C(/C#N)C(=O)c2c(Cl)cccc2Cl)cc1 | 0% | -9% |
| Cc1c(-c2nsc(NC(=O)c3cccs3)n2)nnn1-c1ccc(F)cc1 | -7% | -16% |
| Cc1cc(Nc2ccccc2F)n2nc(Cc3ccc(Cl)cc3)nc2n1 | -18% | ? |
| COc1ccc(F)cc1S(=O)(=O)NCCc1csc(-c2ccc(Cl)cc2)n1 | 25% | -1% |
| CCn1cc(C(=O)N2CCN(C)CC2c2ccccc2)c2ccccc21 (stereo not drawn) | 2% | 0% |
| Cc1ccc(NS(=O)(=O)c2ccc(-c3cnc(C)o3)cc2)c(C)c1 | 2% | -12% |
| CC(C)C(=O)Nc1nc2ccc(CCC(=O)NCc3ccccc3F)cc2s1 | 3% | -2% |
| CCOC(=O)c1c(S(=O)(=O)N2CCCC(C(=O)NCc3cccc(C)c3)C2)c(C)n(C)c1C (stereo not drawn) | 21% | 7% |
| CC(C)CN(C(=O)COc1ccc2ccc(=O)oc2c1)C1CCS(=O)(=O)C1 (stereo not drawn) | 0% | -3% |
| N#Cc1ncn(Cc2nc(-c3ccc(F)cc3)no2)n1 | -16% | -10% |
| Cc1ccc(C)c2sc(N3CCN(C(=O)C(C)(C)C)CC3)nc12 | -9% | -10% |
| CCOC(=O)c1c(C)oc2nc(C)nc(Nc3cc(C)cc(C)c3)c12 | 0% | -2% |
| Cc1cccc(Cn2c(COc3ccccc3)nc3ccccc32)c1 | -4% | -23% |
| N#Cc1ccc(CNc2ccccc2I)cc1 | -3% | -9% |
| CC1=CC(C)=Nc2ccc(C)cc2N1 | 0% | 17% |

These rows are one share of the data (hit frequency here may not be typical).
